# Source: PubChem (several laboratories)
# NOD2 RIPK2 PPI = NOD2-RIPK2 binding disruptors in cells, primary screen, fluorescence, CHO cells, BLA complementation. inhibition, % at 4.98 µM. 360,000 compounds, 0.38% hits. CCF4 ratio; in the data active = inhibition above about 21%;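 note: 0% = vehicle only and 100% = reference blocker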
# Target sequence (O43353 whole entry, looked up): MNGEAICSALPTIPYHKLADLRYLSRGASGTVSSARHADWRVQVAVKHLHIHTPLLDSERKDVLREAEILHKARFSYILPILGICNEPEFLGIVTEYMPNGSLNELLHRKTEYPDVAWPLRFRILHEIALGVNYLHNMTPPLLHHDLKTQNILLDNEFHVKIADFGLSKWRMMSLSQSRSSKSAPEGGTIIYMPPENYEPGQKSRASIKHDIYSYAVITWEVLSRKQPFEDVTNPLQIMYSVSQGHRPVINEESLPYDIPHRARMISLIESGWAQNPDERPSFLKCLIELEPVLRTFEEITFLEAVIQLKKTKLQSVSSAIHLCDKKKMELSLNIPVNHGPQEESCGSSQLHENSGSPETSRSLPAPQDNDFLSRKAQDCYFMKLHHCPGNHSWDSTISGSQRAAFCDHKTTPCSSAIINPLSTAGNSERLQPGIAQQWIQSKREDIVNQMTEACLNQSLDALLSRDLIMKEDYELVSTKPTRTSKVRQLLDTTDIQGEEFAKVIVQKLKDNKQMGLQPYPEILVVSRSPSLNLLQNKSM
# ABHD5-PLIN5 inh = ABHD5-PLIN5 interaction inhibitors, primary screen, cell lysate, split luciferase complementation, luminescence. Split G. princeps luciferase complementation, 4 h. AID 602281, 2012. 360,000 compounds, 0.78% hits. Perilipin-5 (Homo sapiens) + 1-acylglycerol-3-phosphate O-acyltransferase ABHD5 (Homo …. inhibition, % at 4 µM;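 active = inhibition above the mean inhibition across every tested compound plus 3 SD, cut at about 22% in these data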;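 note: 0% = DMSO only wells and the 100% control is not disclosed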
# Vif imaging = HIV Vif self-association inhibitors, primary screen, imaging, HEK293T, single point; HEK293T cells, Vif self-association by quenched fluorescence, 24 h; inhibition, % at 7.49 µM; 340,000 compounds, 0.35% hits; AID 602346, 2012; in the data active = inhibition above about 50%, passing the limit was not always enough; note: some results filed as inactive read as strong as hits
# ABCB6 inh MLPCN = ABCB6 transporter inhibitors, primary screen, K562-ABCB6 cells, flow cytometry, MLPCN library; 360,000 compounds, 0.19% hits; fluorescence ratio to DMSO, % at 10 µM; AID 602162, 2011; K562-ABCB6 porphyrin accumulation, 1 h; active compounds read low;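 active = fluorescence ratio to DMSO below 75%, the collection mean minus 3 SD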;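 note: signal is porphyrin accumulated inside mitochondria; 100% equals median channel fluorescence of DMSO control wells; lower ratio means ABCB6 inhibition with less porphyrin fluorescence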
# Glyco luc inh = increase of ERlucT glycosylation luciferase signal, primary screen, N-linked glycosylation inhibitor project, D54 ERlucT cells, luminescence, set 2. D54 ERlucT glycosylation luciferase reporter, 24 h; percent of 100 nM tunicamycin response. reporter increase, % at 12.5 µM. 360,000 compounds, 0.23% hits. AID 588692, 2011;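 active = mean luciferase reporter signal, scaled so untreated is 0 and the glycosylation-blocking control 100, at or above a set limit in every replicate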;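 note: luciferase carries N-glycosylation sites so blocking glycosylation raises the light; 0% = median of neutral control wells and 100% = median of 100 nM tunicamycin wells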
# aDG glyco act = activators of alpha-DG glycosylation, primary screen, uHTS, Pro5-aDG cells, AlphaScreen. 360,000 compounds, 0.22% hits. activation, % at 10 µM. alpha-DG glycosylation AlphaScreen (IIH6); 0% Pro5, 100% B10-LARGE cell signal;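 active = activation of at least 8% versus controls, or a plate z-score of at least 8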;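 note: Pro5 are CHO cells carrying HIG-tagged alpha-DG that lacks glycosylation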
# MC4R antag cAMP = MC4R antagonists of cAMP signaling, primary screen, cell-based, TR-FRET, antagonist arm of biased-ligand search | Melanocortin receptor 4 (Homo sapiens), P32245 | AID 540295, 2011 | 360,000 compounds, 0.48% hits | inhibition, % at 6.5 µM | MC4R-expressing cells, MTII-stimulated cAMP, LANCE TR-FRET;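 active = inhibition above its plate's cutoff, the mean of tested wells on that plate plus 3 SD, cut at about 29% in these data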;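 note: 0% = Melanotan II alone and 100% = Melanotan II plus saturating MCL0020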
# Target sequence (P32245 whole entry, looked up): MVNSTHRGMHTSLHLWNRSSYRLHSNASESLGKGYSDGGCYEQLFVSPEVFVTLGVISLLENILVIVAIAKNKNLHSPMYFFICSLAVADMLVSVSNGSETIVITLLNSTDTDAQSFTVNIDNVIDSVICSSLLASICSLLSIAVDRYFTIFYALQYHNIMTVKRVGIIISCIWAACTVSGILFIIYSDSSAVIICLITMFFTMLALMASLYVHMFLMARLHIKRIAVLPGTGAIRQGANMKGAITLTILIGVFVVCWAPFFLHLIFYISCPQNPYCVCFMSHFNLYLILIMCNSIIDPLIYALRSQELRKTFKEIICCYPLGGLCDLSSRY
#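 system = U2OS cells with stable human MC4R expression | also added = Melanotan II challenge after compound preincubation | dosing = one concentration, 6.5 µM nominal | incubation = compound 30 min, challenge 1 h, detection 1 h | measured by = TR-FRET with Eu-cAMP and labeled anti-cAMP, 671 nm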
# Exocytosis inh = LAMP-1 surface exposure blockers, TALL-104 cells – cell-based, flow cytometry, MLPCN library, primary screen; AID 651702, 2012; 360,000 compounds, 0.66% hits; inhibition, % at 10 µM; TALL-104 LAMP-1 surface exposure; cells stimulated with thapsigargin and PMA;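 active = inhibition above about 55%, limit read from the data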
# TLR9-MyD88 inh = inhibitors of TLR9-MyD88 association in cells, primary screen, cell-based, CHO, BLA complementation, fluorescence | AID 504734, 2011 | Toll-like receptor 9 (Homo sapiens) + Myeloid differentiation primary response protein … | CCF4 FRET ratio | 340,000 compounds, 0.21% hits | inhibition, % at 4.98 µM;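 active = inhibition above the mean over all tested compounds plus 3 SD, cut at about 21% in these data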;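 note: 0% = DMSO only wells and 100% = clavulanate BLA inhibitor control wells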
# MC4R barr agon = MC4R agonists recruiting beta-arrestin, primary screen, cell-based, luminescence, agonist arm of biased-ligand search; AID 540308, 2011; U2OS MC4R beta-arrestin complementation; percent of melanotan II response, DMSO zero; activation, % at 8.9 µM; Melanocortin receptor 4 (Homo sapiens), P32245; 360,000 compounds, 0.98% hits;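 active = activation above a per-plate cutoff, the mean activation of sample wells on that plate plus 3 SD, cut at about 8% in these data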
# * hit, by the source's call; nt = no result given. The list is partial, so the mix of outcomes need not match the whole.
SMILES,NOD2 RIPK2 PPI,ABHD5-PLIN5 inh,Vif imaging,ABCB6 inh MLPCN,Glyco luc inh,aDG glyco act,MC4R antag cAMP,Exocytosis inh,TLR9-MyD88 inh,MC4R barr agon
COc1ccc(N(C(=O)c2cccc(OC)c2OC)C2C=CS(=O)(=O)C2)cc1 (stereo unspecified),-1,-3,7,95,-1,1.1,10,1,-9,-1.7
O=C(Nc1ccccc1O)c1ccc2c(c1)C(=O)N(c1ccccc1)C2=O,-4,1,21,98,2,-0.1,3,-3,-1,-0.1
CC(C)N(Cc1cc2ccccc2[nH]c1=O)C(=O)C(C)(C)C,-8,-4,-2,100,1,-0.3,12,-1,-2,0.7
CC(C)(C)OC(=O)C[C@@H]1C/C=C\C[C@@H](CC(=O)NCCO)C(=O)N[C@H](Cc2ccccc2)COC1=O,-12,10,-4,93,1,-0.3,6,1,1,-0.7
O=C(NCCc1ccccc1)C1Cc2c(-c3ccccc3)ccnc2O1 (stereo unspecified),-6,-6,2,101,1,0.1,-1,-3,nt,-1.3
COc1ccc(Cl)cc1C(=O)NNC(=O)CSc1nnc2ccccn12,-6,2,14,100,0,-0.3,9,-2,-2,1.4
Cc1ccc(S(=O)(=O)N2CCN(C(=O)COc3ccc(-c4nnco4)cc3)CC2)cc1,1,4,-4,94,-1,-0.1,8,0,1,-1.1
CCN(CC)C(=O)c1sc(NC(=O)Cc2ccccc2)c(C#N)c1C,7,5,-7,97,6,0.8,10,4,2,-0.7
CCOc1ccc(C(=O)Nc2ccc(S(=O)(=O)N3CCOCC3)cc2)cc1OCC,-12,8,-4,93,4,-0.2,13,1,0,-0.8
O=C(NCc1ccc(C(=O)O)cc1)OCc1ccccc1,-7,7,-3,97,-1,0.2,19,-4,-7,0.4
N#Cc1c(N(CCO)CCO)nc(N)c2c(N)nc3c(c12)CC(=O)N3Cc1cccs1,-5,4,-3,91,7,-0.1,-9,-1,11,-0.1
C=CCOC(=O)C1=C(C)NC(C)=C(C(=O)OCC=C)C1c1cn(-c2ccccc2)nc1-c1ccco1,-2,-3,7,99,-4,-0.2,5,-11,1,1.7
CCc1cc(SC#N)cc(C)c1N,0,-10,3,100,1,0.3,16,-2,9,-0.7
CCOC(=O)N/N=C\C=C\c1ccco1,3,19,8,88,2,-0.1,-2,-10,2,0.1
COc1ccccc1/C=N/NC(=O)COCC(=O)N/N=C/c1ccccc1OC,1,6,-5,101,0,0.1,4,-3,9,1.5
O=c1[nH]c2ccccc2nc1/C=C(\O)C(F)F,3,2,-4,121,1,-0.3,-3,0,5,-0.7
CCOC(=O)Cc1ccc2sc(-c3ccccc3)nc2c1,-6,-2,-4,103,5,0.1,1,-2,5,0.5
C/C(N)=C(\C#N)C(=O)NCCc1ccccn1,0,-6,8,87,3,0.1,-3,-1,0,-2.0
COc1ccc(CN2CCN(Cc3cc(=O)oc4cc(C)ccc34)CC2)c(OC)c1OC,4,2,0,101,-1,0.0,10,6,5,1.8
CCOc1ccc(-c2c(C(=O)N/N=C/c3cccc(Br)c3)nnn2-c2nonc2N)cc1,-19,6,-24,101,6,-0.2,11,-3,4,2.4
CN(C)CCCNc1cc(C(C)(C)C)nc2c(-c3ccc(Cl)cc3)cnn12,10,8,3,84,-8,-0.2,0,65*,5,8.3*
Cc1cc(NC(=O)CN2CCCCC2C)no1 (stereo unspecified),-1,2,-1,95,-1,0.1,7,-2,2,-1.2
Cc1ccc2nc(SCC(=O)OCc3ccccc3)nc(=O)n2c1,-9,12,3,102,1,0.5,7,1,-3,-3.0
CC1CCC2C(=O)N(c3ccccc3OC(=O)c3ccccc3F)C(=O)C2C1 (stereo unspecified),-3,-2,-16,94,2,0.1,17,2,-5,-0.7
CCC(CO)Oc1cc(NCc2ccc(C)c(C)c2)c2ncn(C(C)C)c2c1 (stereo unspecified),15,-6,-5,99,-3,0.4,6,-1,-12,2.7

# 10 entries already listed, arranged by heavy-atom count, highest first:
SMILES,NOD2 RIPK2 PPI,ABHD5-PLIN5 inh,Vif imaging,ABCB6 inh MLPCN,Glyco luc inh,aDG glyco act,MC4R antag cAMP,Exocytosis inh,TLR9-MyD88 inh,MC4R barr agon
C=CCOC(=O)C1=C(C)NC(C)=C(C(=O)OCC=C)C1c1cn(-c2ccccc2)nc1-c1ccco1,-2,-3,7,99,-4,-0.2,5,-11,1,1.7
COc1ccc(CN2CCN(Cc3cc(=O)oc4cc(C)ccc34)CC2)c(OC)c1OC,4,2,0,101,-1,0.0,10,6,5,1.8
Cc1ccc(S(=O)(=O)N2CCN(C(=O)COc3ccc(-c4nnco4)cc3)CC2)cc1,1,4,-4,94,-1,-0.1,8,0,1,-1.1
CCOc1ccc(C(=O)Nc2ccc(S(=O)(=O)N3CCOCC3)cc2)cc1OCC,-12,8,-4,93,4,-0.2,13,1,0,-0.8
COc1ccc(N(C(=O)c2cccc(OC)c2OC)C2C=CS(=O)(=O)C2)cc1 (stereo unspecified),-1,-3,7,95,-1,1.1,10,1,-9,-1.7
O=C(NCCc1ccccc1)C1Cc2c(-c3ccccc3)ccnc2O1 (stereo unspecified),-6,-6,2,101,1,0.1,-1,-3,nt,-1.3
CC(C)N(Cc1cc2ccccc2[nH]c1=O)C(=O)C(C)(C)C,-8,-4,-2,100,1,-0.3,12,-1,-2,0.7
O=C(NCc1ccc(C(=O)O)cc1)OCc1ccccc1,-7,7,-3,97,-1,0.2,19,-4,-7,0.4
Cc1cc(NC(=O)CN2CCCCC2C)no1 (stereo unspecified),-1,2,-1,95,-1,0.1,7,-2,2,-1.2
CCOC(=O)N/N=C\C=C\c1ccco1,3,19,8,88,2,-0.1,-2,-10,2,0.1

# Continuation.
SMILES,NOD2 RIPK2 PPI,ABHD5-PLIN5 inh,Vif imaging,ABCB6 inh MLPCN,Glyco luc inh,aDG glyco act,MC4R antag cAMP,Exocytosis inh,TLR9-MyD88 inh,MC4R barr agon
O=c1nc(N2CCOCC2)ccn1Cc1ccc(Br)cc1,-12,6,nt,92,0,-0.2,1,2,-11,-2.0
COc1ccc(CNC(=O)C2CCCN(c3nn4c(=O)cc(C)nc4s3)C2)cc1 (stereo unspecified),-7,-6,2,101,4,0.0,9,-11,-6,-0.3
O=C([C@@H]1Cc2ccccc2CN1)N1CCN(Cc2ccccc2)CC1,2,3,-6,94,-1,0.8,16,6,5,1.0
O=C(CN(CC1CCCO1)C(=O)CCC(=O)Nc1ccccn1)NCC1CCCO1 (stereo unspecified),-5,-4,8,96,0,0.0,-5,0,-12,-1.3
COc1cc2c(C(=O)Nc3ccccc3F)cn(C)c(=O)c2cc1OC,3,-8,-1,107,1,0.0,15,-8,-7,1.4
CCN(CC)C(=O)CSc1nnc([C@@H](NC(=O)OC(C)(C)C)C(C)C)o1,-5,11,1,89,-3,0.2,-4,1,6,4.7
COc1cccc(CNS(=O)(=O)c2ccc(S(=O)(=O)N3CCCC3)cc2)c1,0,-2,12,102,1,-1.0,3,1,-3,-3.3
COc1cccc(/C=N/NC(=O)C(=O)NCc2ccco2)c1O,-3,6,-3,95,6,-0.1,8,1,-3,3.0
COc1ccc(C(c2sc3nc(C)nn3c2O)N2CCC(O)CC2)cc1OC (stereo unspecified),-3,2,-1,103,6,-0.3,3,-6,0,0.2
S=c1[nH]nc(-c2ccc3ncccc3c2)n1-c1ccc2c(c1)OCCO2,-2,-6,7,106,10,0.7,14,2,1,-1.0
Cc1ccc(S(=O)(=O)c2nc(-c3ccccc3Br)oc2N(C)C)cc1,-10,-10,-7,93,3,-0.4,-3,1,12,-1.1
COC(=O)c1ccccc1NC(=O)COc1ccc(S(=O)(=O)N2CCCC2)cc1C,-11,-2,-18,97,1,0.3,10,-3,9,-1.8
CC(NC(=S)NCCN1CCOCC1)C12CC3CC(CC(C3)C1)C2 (stereo unspecified),-4,-1,6,95,-1,-0.2,6,0,nt,-0.2
O=C(CN1CCN(S(=O)(=O)c2ccc(F)cc2)CC1)NCC1(N2CCOCC2)CCCCC1,6,6,19,96,0,-0.2,9,-4,5,-2.2
COc1ccc(C(C(=O)NCC2CCCO2)N(C(=O)Cn2nnc3ccccc32)c2ccc(NC(C)=O)cc2)cc1 (stereo unspecified),-10,-5,21,100,0,0.1,5,4,1,-1.8
Cc1ccc(-c2csc(NC(=O)CSc3nc4ccccc4o3)n2)cc1,-16,4,-4,99,3,-0.2,6,1,-2,3.5
O=C(Cc1ccc(Cl)cc1)NNC(=O)c1cnccn1,-3,6,1,101,2,0.0,14,-2,-17,-1.2
CCOC(=O)c1[nH]c(C)c(/C(O)=C2\C(=O)C(=O)N(CCN(C)C)C2c2cccc(OC)c2OC)c1C (stereo unspecified),0,2,nt,95,3,-0.1,-4,4,1,-0.6
COc1ccc(NC(=O)Nc2nnc(-c3ccccc3SCc3ccccc3)s2)cc1,-3,2,-10,87,0,-0.2,1,-5,-4,18*
Cn1cccc1C(=O)NCc1ccc(Cl)cc1,-3,-3,1,95,0,0.1,13,-7,-2,1.1
Cc1noc(C)c1CSc1ccccc1C(=O)OC(C)C(N)=O (stereo unspecified),6,-6,6,102,6,0.0,1,8,6,-0.3
Cn1cc(S(=O)(=O)N2CCC(C(N)=O)CC2)c(=O)n(C)c1=O,-7,4,-3,99,3,0.6,4,0,7,0.3
CCOc1ccc(CNS(=O)(=O)c2cc(CN3C(=O)c4cccnc4C3=O)ccc2OC)cc1,-10,-1,-3,104,0,-0.1,-2,2,-20,-2.2
COc1ccc(N/C=C/C(=O)c2sc(-c3ccccc3)nc2C)cc1,5,-4,1,96,6,-0.5,-3,2,15,-2.3
COc1ccc(CN2CCNC(=O)C2CC(=O)N(C)CCCN2CCOCC2)cc1C (stereo unspecified),-13,-1,-1,97,-1,0.0,2,-3,1,0.2
